SF1 activator: activators of human nuclear receptor SF-1; CHO-K1 Gal4-SF-1 LBD luciferase reporter; % increase over DMSO SF-1-specific signal; 65,000 tested, 1.9% active; Q13285; activation, % at 10 µM;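 active = activation above the mean activation of all tested compounds plus 3 SD, cut at about 50% in these data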
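Assay system – CHO-K1 cells with Gal4–hSF-1 LBD chimera plus Gal4-driven luciferase · Quantity – 4,000 cells per well · Times – compound added 1 h post-seeding, 20 h exposure at 37 °C, 5% CO2 · Measured by – luciferase light emission · Benchmarks – DMSO and mock-transfected background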
RORA act: activators of human nuclear receptor RORA; P35398; CHO-K1 Gal4-RORA LBD luciferase reporter, luminescence; percent increase over mock-subtracted basal signal; activation, % at 10 µM; 65,000 tested, 1.5% active;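 active = activation above the mean of all tested compounds plus 3 SD, cut at about 49% in these data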;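 note: 0% = DMSO-treated RORA cells and 100% = added signal equal to DMSO minus mock-transfected cells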
HTR1E agonist: activates the human 5-HT1E serotonin receptor; activation, % at 6 µM; CHO 5-HT1E Ga15 NFAT-bla reporter, FRET; 0% DMSO wells, 100% control agonist wells; 65,000 tested, 0.69% active;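 active = activation above a set limit, the screen-wide mean activation plus 3 SD, cut at about 8.5% in these data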;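 note: 100% = positive control agonist at 1 µM giving full maximal response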
5-HT1A blocker: antagonists of human 5-HT1a serotonin receptor; 62,000 tested, 0.68% active; P08908; CHO 5-HT1a Ga15 NFAT-bla reporter, antagonist mode; inhibition, % at 10 µM;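 active = inhibition above the mean of all tested compounds plus 3 SD, cut at about 43% in these data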;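 note: receptor stimulated by 5-CT agonist at 100 nM near EC80; beta-lactamase reporter measured by ratiometric fluorescence of a cleavable substrate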
S1P3 ag: activates the human S1P3 receptor | Q99500 | S1P3 NFAT-BLA reporter cells, agonism, FRET ratio; relative to 1 µM S1P, basal subtracted | activation, % at 4.5 µM | 60,000 tested, 0.1% active | AID 373;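 active = activation above the screen-wide mean plus 3 SD, cut at about 4.5% in these data, passing the limit was not always enough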; note: some compounds called inactive have numbers as strong as hits
Target sequence (Q99500 whole entry, looked up): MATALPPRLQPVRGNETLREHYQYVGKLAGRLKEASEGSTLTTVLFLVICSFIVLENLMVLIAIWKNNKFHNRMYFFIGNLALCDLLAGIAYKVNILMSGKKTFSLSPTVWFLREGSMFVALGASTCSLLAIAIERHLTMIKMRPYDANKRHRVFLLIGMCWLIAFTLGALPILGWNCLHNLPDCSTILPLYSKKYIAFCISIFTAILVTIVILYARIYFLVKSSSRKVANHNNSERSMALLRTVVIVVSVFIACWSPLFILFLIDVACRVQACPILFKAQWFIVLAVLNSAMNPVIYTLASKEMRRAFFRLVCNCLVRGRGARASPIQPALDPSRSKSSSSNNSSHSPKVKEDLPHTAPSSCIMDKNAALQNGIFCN
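Material: Human S1P3 NFAT-BLA reporter CHO cells | Incubation: Overnight plating, 4 h compound 37 °C, 2 h substrate RT | Signal: FRET β-lactamase substrate fluorescence, excitation 405 nm, 460/535 nm emission ratio, background-subtracted | Compound: 4.5 µM final, single dose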
AP complement: alternative pathway complement inhibition, orthogonal assay; AID 1235; inhibition, % at 5 µM; Human serum alternative complement pathway, LPS-coated ELISA, C3 deposition; tested in compound mixtures; 62,000 tested, 0.08% active;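 active = inhibition above 30% in each of the two pooled mixtures holding the compound, so the lower value exceeds 30%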;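 note: 0% = serum in Mg-EGTA without compound and 100% = EDTA serum blank; some compounds past the cut are filed as inactive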
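Test system: human serum alternative complement pathway, C3 deposition on LPS-coated wells; also added: Plate-bound LPS; doses: 5 µM per compound in ten-compound mixtures; schedule: 1 h at 37 °C; detection: Anti-C3 ELISA, OD 450 nm; evaluation: percent inhibition of C3 deposition onto LPS; repeats: two pool placements per compound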
5HT1E antag: blocks the human 5-HT1E serotonin receptor; inhibition, % at 6 µM; 65,000 tested, 0.99% active; P28566; AID 571; CHO 5-HT1E Ga15 NFAT-bla reporter, FRET, antagonist;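 active = inhibition above a set limit, the mean inhibition across every tested compound plus 3 SD, cut at about 29% in these data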;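 note: signal is the 460 over 535 nm emission ratio of beta-lactamase substrate; 0% = agonist plus DMSO wells and 100% = wells without agonist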
tolC growth inh: E. coli tolC mutant growth inhibition; 65,000 tested, 2.2% active; E. coli BW25113 tolC mutant growth, OD615; growth inhibition, % at 10 µM (by protocol); AID 573;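 active = growth inhibition at or above a cutoff equal to the mean over every tested compound plus 3 SD, cut at about 60% in these data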;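 note: growth measured after 20 h incubation at 37 °C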
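Test system: tolC-deleted E. coli BW25113; medium: LB with kanamycin 50 µg/mL; compound: single-point testing at 10 µM; incubation: 20 h compound exposure of bacteria at 37 °C; signal: OD at 615 nm; evaluation: growth inhibition in percent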
S1P1 ag-PAM: S1P1 (human) agonism or agonism potentiation; S1P1 CRE-bla cells, forskolin, beta-lactamase FRET, potentiator mode; S1P1 agonist co-added at EC20, 2 nM; 100% = saturating reference agonist, 0% = basal; activation, % at 9.5 µM; 56,000 tested, 0.57% active;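 active = activation above a cutoff set at the mean activation of all tested compounds plus 3 SD, cut at about 54% in these data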;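 note: forskolin at 4 µM as EC80 and the EC20 agonist is SEW2871; 100% = SEW2871 at its EC100 plus forskolin at EC80; some compounds past the cut are filed as inactive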
Target sequence (P21453 whole entry, looked up): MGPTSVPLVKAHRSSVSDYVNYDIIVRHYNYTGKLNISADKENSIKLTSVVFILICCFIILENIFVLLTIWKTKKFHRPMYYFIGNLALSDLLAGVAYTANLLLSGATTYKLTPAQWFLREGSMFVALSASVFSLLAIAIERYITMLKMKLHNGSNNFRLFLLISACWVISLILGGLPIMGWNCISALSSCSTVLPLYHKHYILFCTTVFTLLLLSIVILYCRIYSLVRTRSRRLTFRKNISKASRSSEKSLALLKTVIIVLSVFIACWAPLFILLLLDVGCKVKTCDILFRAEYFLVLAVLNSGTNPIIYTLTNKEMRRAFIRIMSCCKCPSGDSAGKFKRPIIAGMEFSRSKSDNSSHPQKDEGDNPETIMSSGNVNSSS
* marks the source's active call; other numbers are inactive results; . = no result given.

SMILES	SF1 activator	RORA act	HTR1E agonist	5-HT1A blocker	S1P3 ag	AP complement	5HT1E antag	tolC growth inh	S1P1 ag-PAM
Cc1cc(OCCCn2ccnc2)cc(C)c1Cl	-2	1	1.0	-11	-0.7	11	-1	36	-16
CCN(CC)S(=O)(=O)c1cccc(-c2nnc(SCC(=O)c3cc(C)n(C)c3C)o2)c1	5	-6	-0.3	-3	0.4	3	-4	-4	-4
CN(CC(=O)Nc1nccs1)S(=O)(=O)c1ccc(F)cc1	-10	6	-1.0	2	-0.9	1	7	2	15
CCOC(=O)N1CCN(C(=O)Cn2c(=O)sc3ccccc32)CC1	-5	-3	0.6	-4	.	10	5	-11	.
Cc1cc(C)c2c(N)c(S(=O)(=O)Cc3ccccc3)sc2n1	9	-16	-1.0	3	.	4	-4	-2	.
CC(=O)c1ccc(OCC(O)CN(C)Cc2cccs2)cc1 (centres undefined)	-6	-31	-0.1	-2	0.3	-1	-11	-25	-5
c1cn2cc(-c3ccc4c(c3)OCO4)nc2s1	7	17	-0.1	4	.	-2	0	-7	.
COC(=O)c1ccccc1NC(=O)c1cc2n(n1)C(C(F)F)CC(C(F)F)N2 (centres undefined)	-26	-17	1.9	-3	0.3	7	-6	0	-8
COCCn1c(CN2CCN(c3ccccc3)CC2)nc2c1c(=O)n(C)c(=O)n2C	1	5	1.0	9	.	.	0	5	.
O=C1Nc2cc(Cl)ccc2C1(N1CCNCC1)C(F)(F)F (centres undefined)	6	-7	0.3	6	0.5	16	4	-8	-15
Cc1ccc(C)c2[nH]c(=O)c(CN(CCN3CCCC3)C(=O)Nc3ccc(F)cc3)cc12	-12	-9	-2.3	19	-1.0	2	2	-2	-10
Cc1c(C#N)c2ncnc(-c3ccccc3)c2n1-c1ccccc1	13	-8	0.3	-21	-0.4	3	11	0	.
CC(C)NC(=O)C1CCN(C(=O)N(C)C)CC1	2	-7	-0.8	-3	0.1	11	9	-14	2
CCOC(=O)c1sc(N)c(C(=O)OCC)c1COC(=O)C1CC(=O)N(Cc2ccco2)C1 (centres undefined)	22	31	-1.2	1	.	1	5	13	.
CCOC(=O)c1[nH]c(C)c(C(=O)Nc2ccc(C)c(C)c2)c1C	42	11	-0.1	9	-0.1	22	-10	-3	-4
COc1ccc(CCNC(=O)CCn2c(=O)oc3ccccc32)cc1	-5	12	1.2	-8	-0.5	9	18	0	5
CSc1nnc(-c2cnccn2)n1C	-11	23	0.5	-1	-0.7	10	4	-13	22
COc1ccc2c(-c3cccnc3)cc(=O)[nH]c2c1	4	-9	-0.1	-5	-0.1	9	-1	-9	-19
Cc1ccsc1C(=O)OCC(=O)N1CCOCC1	32	31	-0.7	4	0.4	10	-5	-8	-2
COc1ccccc1N1CCN(S(=O)(=O)c2ccc(F)cc2)CC1	-5	-4	-1.0	12	-0.5	1	5	6	-23
O=S(=O)(NCCN1CCCC1)c1cccc2cccnc12	0	-8	-0.2	-3	0.2	2	-1	-13	-6
NC(=O)c1nn(-c2ccccc2)nc1N	10	-19	0.4	-2	0.7	-14	-3	4	-5
CCCN1CN(Cc2ccccc2)CC2=C1CC(C)(C)CC2=O	-7	2	0.4	-8	0.3	-3	4	-1	-6
COc1ccccc1CNC(=O)C1CCN(S(=O)(=O)c2cccc3cccnc23)CC1	5	-17	1.0	2	-0.8	20	-1	-7	15
Cn1c(-c2ccccc2)cnc1SCc1nc2ccccc2c(=O)[nH]1	69*	29	59*	-24	-0.5	11	-15	24	12
CCOC(=O)C1=C(C)N(C)C(=O)NC1c1cccc(O)c1 (centres undefined)	5	16	-0.7	9	-1.1	10	9	0	-12
Cc1cccc2cc(C(c3nnnn3C3CCCC3)N3CCOCC3)c(=O)[nH]c12 (centres undefined)	-11	4	-0.1	-5	-0.9	-6	-8	-11	10
COc1ccc(OC)c(NC=C2C(=O)OC3(CCCCC3)OC2=O)c1	-13	10	-0.8	-12	0.1	13	18	-20	13
CCOc1ccc(C2C(C#N)=C(N)Oc3cc(C)n(Cc4ccco4)c(=O)c32)cc1OC (centres undefined)	17	-18	-0.4	-8	-0.8	8	3	7	7
CCN(CC)C(=O)CSc1nnc(-c2ccc(S(=O)(=O)NCc3ccccc3Cl)cc2)o1	-1	-10	3.5	-16	0.3	3	-13	-16	4
Cc1ccccc1CS(=O)(=O)Cc1ccc(C(=O)NCc2cccnc2)o1	9	22	-1.1	4	-0.2	-8	8	-7	10
Cn1c(=O)c2c(nc(CN3CCN(Cc4ccccc4)CC3)n2Cc2ccccc2)n(C)c1=O	-4	7	-0.7	13	0.6	23	8	-1	-20
CCOC(=O)Cc1cnc(NC(=O)Cn2nnc(-c3ccc(OCC)cc3)n2)s1	25	0	0.0	-8	0.7	6	0	3	-26
COc1ccc(S(=O)(=O)NCC(=O)N(CC(=O)NCC2CCCO2)c2c(C)cccc2C)cc1 (centres undefined)	-16	1	-1.2	-11	0.3	6	4	.	4
CCSC1=C(C#N)C(c2ccccc2C)CC(=O)N1 (centres undefined)	-4	-14	-0.5	-10	.	28	4	-10	.
CCSc1nc2ccccc2n1CC(=O)OC	11	8	-0.2	-8	-1.3	16	-3	-8	.
CCOc1ccccc1-n1nnnc1SCC(=O)Nc1cc(C)on1	15	-12	-0.1	12	-0.4	-3	2	4	-9
CCOC(=O)CNS(=O)(=O)c1ccc(S(=O)(=O)N2CCCC2)cc1	-14	-12	-0.9	-8	0.4	-4	10	-9	-2
CC(C)(C)OC(=O)N1CCC(c2c(C(=O)O)cnn2-c2ccc(Cl)cc2)CC1	18	24	0.3	-6	0.0	-5	-1	29	6
CCOC(=O)C1CCN(C(=O)CSc2nnc(-c3ccco3)n2-c2ccccc2)CC1	9	7	0.0	-3	0.4	2	2	-16	-12
COc1ccc(OC)c(C2NC(=O)NC(C)=C2C(=O)Nc2ccc(C)cc2C)c1 (centres undefined)	-7	-3	-0.3	14	-1.5	18	-6	2	11
Cn1c(CSc2ncccn2)nnc1SCC(=O)N1CCCc2ccccc21	-3	2	-0.4	-3	-0.7	-17	5	-4	12
O=C(O)C1CC=CCC1C(=O)Nc1cccc(C(=O)N2CCCCC2)c1 (centres undefined)	2	-8	-1.1	0	0.0	1	4	-16	-1
CCOC(=O)C1CCN(C(=O)Cn2cc(C#N)c3ccccc32)CC1	-2	-3	0.7	-10	-1.0	8	1	-9	5
CCCN1C2=NCCN2c2ccccc21	0	10	0.7	1	0.2	9	3	-6	-4
Cc1c(NC(=O)CSc2nnc3sc4ccccc4n23)c(=O)n(-c2ccccc2)n1C	-7	-3	-0.5	4	-0.4	16	6	-12	-16
CN(CCNC(=O)c1ccc(/C=N/O)nc1)Cc1ccccc1	-1	-6	-0.1	.	-0.7	20	-8	4	-12
O=C(CSc1ncnc2c1oc1ccccc12)N1CCc2ccccc2C1	-11	6	-1.7	-7	-0.9	20	1	-7	-4
CCC12CN3CC(CC)(CN(C1)C3c1c(O)ccc3ccccc13)C2=O (centres undefined)	-8	-5	0.2	.	-0.6	.	-4	7	8
COc1ccc(C2CC(c3ccccc3C)n3nc(N)nc3N2)cc1 (centres undefined)	6	-15	-0.1	10	1.4	11	-4	-7	-30
On1c(-c2ccco2)nc2c1CCc1nonc1-2	12	-10	1.7	-11	0.1	-1	-22	3	-16
CCc1nc(SCC(=O)N2CCOCC2)c2c(=O)n(C)c(=O)n(C)c2n1	2	-10	1.2	-2	-0.8	22	5	-2	8
O=C(NCc1ccc(F)cc1)N[C@@H](Cc1ccccc1)C(=O)O	-15	-9	-0.8	5	-1.5	-12	-2	3	6

Some of the entries so far, as a markdown table.
| SMILES | SF1 activator | RORA act | HTR1E agonist | 5-HT1A blocker | S1P3 ag | AP complement | 5HT1E antag | tolC growth inh | S1P1 ag-PAM |
| --- | --- | --- | --- | --- | --- | --- | --- | --- | --- |
| CN(CCNC(=O)c1ccc(/C=N/O)nc1)Cc1ccccc1 | -1 | -6 | -0.1 | . | -0.7 | 20 | -8 | 4 | -12 |
| CCC12CN3CC(CC)(CN(C1)C3c1c(O)ccc3ccccc13)C2=O (centres undefined) | -8 | -5 | 0.2 | . | -0.6 | . | -4 | 7 | 8 |
| COc1ccc(C2CC(c3ccccc3C)n3nc(N)nc3N2)cc1 (centres undefined) | 6 | -15 | -0.1 | 10 | 1.4 | 11 | -4 | -7 | -30 |
| CCc1nc(SCC(=O)N2CCOCC2)c2c(=O)n(C)c(=O)n(C)c2n1 | 2 | -10 | 1.2 | -2 | -0.8 | 22 | 5 | -2 | 8 |
| On1c(-c2ccco2)nc2c1CCc1nonc1-2 | 12 | -10 | 1.7 | -11 | 0.1 | -1 | -22 | 3 | -16 |

Shown as a hit in HTR1E agonist, among the entries above:
compound,HTR1E agonist,5-HT1A blocker,S1P3 ag,AP complement,5HT1E antag,S1P1 ag-PAM
Cn1c(-c2ccccc2)cnc1SCc1nc2ccccc2c(=O)[nH]1,59*,-24,-0.5,11,-15,12

High-throughput results (PubChem)
